Screening data deposited in PubChem by The Scripps Research Institute Molecular Screening Center.
GPR151 activ – activators of human GPR151, primary screen, cell-based, PathHunter beta-arrestin, luminescence; G-protein coupled receptor 151 (Homo sapiens), Q8TDV0; PathHunter beta-arrestin GPR151 cells; activation, % at 11.2 µM; actives 1% (n = 650,000); in the data active = activation above about 4.9%;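 also: 0% = median of compound wells and 100% = cells with positive control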
Target sequence (Q8TDV0 whole entry, looked up): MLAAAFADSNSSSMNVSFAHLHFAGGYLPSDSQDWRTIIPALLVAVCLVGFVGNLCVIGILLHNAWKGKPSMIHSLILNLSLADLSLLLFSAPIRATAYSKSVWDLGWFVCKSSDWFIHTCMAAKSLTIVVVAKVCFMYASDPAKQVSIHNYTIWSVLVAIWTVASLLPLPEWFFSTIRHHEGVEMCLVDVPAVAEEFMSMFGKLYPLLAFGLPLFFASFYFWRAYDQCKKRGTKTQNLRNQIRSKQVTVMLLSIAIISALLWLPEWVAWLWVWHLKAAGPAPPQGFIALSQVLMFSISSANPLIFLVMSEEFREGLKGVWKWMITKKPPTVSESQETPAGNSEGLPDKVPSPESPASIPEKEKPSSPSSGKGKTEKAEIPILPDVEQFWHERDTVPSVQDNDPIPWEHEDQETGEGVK
TEAD-YAP block – TEAD-YAP interaction inhibition, primary screen, TEAD-YAP interaction inhibitor project, luminescence, HEK-TIYL cells | TEAD-Gal4/YAP UAS-luciferase luminescence | inhibition, % at 9.12 µM | actives 1.4% (n = 640,000) | AID 1259422, 2018; in the data active = inhibition above about 32%;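 also: 0% = median of test compound wells and 100% = reference inhibitor wells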
FBW7 activator – FBW7 E3 ligase activators, primary screen, biochemical, AlphaScreen, human; F-box/WD repeat-containing protein 7 (Homo sapiens), Q969H0; AlphaScreen FBW7–phospho-cyclin E peptide binding, activator screen; normalized activity (activation), % at 26.1 µM; actives 0.13% (n = 650,000); AID 1259310, 2017; in the data active = normalized activity above about 1.9%;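 also: purified mutant Fbw7 with reduced substrate affinity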
MITF inh – MITF inhibitors, primary screen, biochemical, AlphaScreen, human; AlphaScreen MITF homodimerization, bead proximity signal; Microphthalmia-associated transcription factor (Homo sapiens), O75030; AID 1259374, 2018; inhibition, % at 2.6 µM; actives 0.91% (n = 650,000); in the data active = inhibition above about 50%;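 also: 0% = vehicle wells with protein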
Target sequence (O75030 whole entry, looked up): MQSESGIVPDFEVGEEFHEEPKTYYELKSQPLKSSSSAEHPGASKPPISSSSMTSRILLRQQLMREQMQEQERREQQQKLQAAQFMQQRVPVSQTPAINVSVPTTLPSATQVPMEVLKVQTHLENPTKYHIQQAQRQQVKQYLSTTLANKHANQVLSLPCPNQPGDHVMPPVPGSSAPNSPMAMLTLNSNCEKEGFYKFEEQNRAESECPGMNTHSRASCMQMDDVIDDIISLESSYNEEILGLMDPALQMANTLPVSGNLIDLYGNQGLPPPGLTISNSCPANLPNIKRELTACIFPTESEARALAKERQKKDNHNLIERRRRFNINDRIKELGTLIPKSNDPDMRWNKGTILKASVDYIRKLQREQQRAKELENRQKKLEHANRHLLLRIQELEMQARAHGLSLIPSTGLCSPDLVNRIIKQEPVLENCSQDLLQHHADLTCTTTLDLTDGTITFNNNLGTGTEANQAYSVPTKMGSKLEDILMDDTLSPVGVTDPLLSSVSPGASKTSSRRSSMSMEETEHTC
Starred values were filed as active, the others as inactive.

mol	GPR151 activ	FBW7 activator	MITF inh	TEAD-YAP block
COc1cccc2sc(NC(=O)c3cc(Cl)sc3Cl)nc12	1.3	-0.1	-4	-35
CC/C(=C\C(=O)c1ccc(OC)cc1)Nc1cccc(O)c1	-0.5	0.0	5	-14
COCCn1c(=S)[nH]c2ccc(F)cc2c1=O	-0.2	0.2	10	1
CC(=O)Nc1c(C(=O)c2ccc(F)cc2)oc2ccc(Cl)cc12	0.0	0.0	14	5
O=C(COc1ccccc1)NCC(c1ccco1)N1CCN(c2ccccc2)CC1 (centres undefined)	0.3	0.0	2	-4
NC(=O)N(N)c1nc(N2CCCCC2)nc(N2CCCCC2)n1	-0.5	0.6	7	4
CC(C)C1N=C2c3ccccc3N=C(SCC(=O)Nc3cc(C(F)(F)F)ccc3Cl)N2C1=O (centres undefined)	1.4	0.0	5	4
O=c1oc2ccc3ccccc3c2cc1-c1csc(Nc2ccc(Oc3ccc(Cl)cc3)cc2)n1	0.1	0.4	15	15
CCCN(CCO)Cc1cc(Br)cc(OC)c1O	0.7	0.2	-4	1
CCCOc1ccc2c3c(c(=O)oc2c1C)CCC3	0.8	0.1	-16	-29
COc1ccccc1OCCn1c(-c2ccc(Cl)cc2)nc2ccccc2c1=O	-0.4	0.0	4	-6
Cc1nc(NCCNC(=O)Nc2cccc(Cl)c2C)cc(-n2ccnc2C)n1	-1.3	0.0	7	4
CC(=O)Nc1ccc(S(=O)(=O)N2CCC[C@@H]2C(=O)O)cc1	2.4	-0.1	-12	2
CCOCCOC(=O)C1=C(C)N(C)C(=O)NC1c1ccc(OCc2ccccc2)cc1 (centres undefined)	0.4	0.0	-6	3
Cc1ccc2c(c1)-c1c(cnn1CC(=O)N1CCN(c3ccccn3)CC1)CO2	1.6	-0.1	0	0
O=[N+]([O-])c1ccc(NCCNS(=O)(=O)c2ccc(Cl)cc2)c(C(F)(F)F)c1	-1.1	-0.1	7	1
C=C(O)C(C(=O)c1ccccc1)C1(O)C(=O)Nc2ccccc21 (centres undefined)	0.1	0.5	1	0
CC(=O)c1ccc(F)c(-c2cc(C)cc3c2OC(CNC(=O)c2ccc(=O)oc2)C3)c1 (centres undefined)	0.0	0.1	-7	-2
CN(c1ccccc1)S(=O)(=O)c1ccccc1C#[N+][O-]	0.5	0.1	5	-1
C/C(CC(=O)NC1C2CC3CC(C2)CC1C3)=N\NC(=O)c1ccccc1N (centres undefined)	-0.9	-0.2	12	-51
O=C(Nc1ccccc1O)c1cc(S(=O)(=O)N2CCCC2)ccc1Cl	1.3	0.0	-12	10
O=C(CC1C(=O)OCC2CCCCN21)Nc1ccc(I)cc1 (centres undefined)	-1.5	-0.1	4	-4
Cc1ncc2c(Nc3ccc(S(C)(=O)=O)cc3)nc3ccccc3n12	-1.5	0.0	3	-1
Nc1ccccc1-c1nc2ccccc2[nH]1	-6.8	-0.1	-1	-2
CCCn1nnc(NC(=S)NC(=O)c2cccc3ccccc23)n1	2.0	0.5	-9	7
O=C(Nc1ccc(S(=O)(=O)Nc2nccs2)cc1)C1(c2ccc([N+](=O)[O-])cc2)CCCC1	-0.4	0.0	-6	-6
COc1ccc(Cl)cc1C(=O)NNC(=O)Cn1cnc2c1c(=O)n(C)c(=O)n2C	0.6	0.0	0	0
CC(c1ccco1)N(C)Cc1ccc(C(N)=O)c(=O)[nH]1 (centres undefined)	0.2	0.1	-2	3
COc1ccc(/C=N/NC(=O)COc2ccc(Cl)cc2Cl)cc1[N+](=O)[O-]	1.1	0.1	-2	5
COc1ccc(F)cc1S(=O)(=O)Nc1ccc(N2CCCCS2(=O)=O)cc1	0.1	-0.1	-12	0

3 entries from above, as labelled records:
SMILES: CN(c1ccccc1)S(=O)(=O)c1ccccc1C#[N+][O-]
- GPR151 activ: 0.5
- FBW7 activator: 0.1
- MITF inh: 5
- TEAD-YAP block: -1

SMILES: C/C(CC(=O)NC1C2CC3CC(C2)CC1C3)=N\NC(=O)c1ccccc1N (centres undefined)
- GPR151 activ: -0.9
- FBW7 activator: -0.2
- MITF inh: 12
- TEAD-YAP block: -51

SMILES: O=C(Nc1ccccc1O)c1cc(S(=O)(=O)N2CCCC2)ccc1Cl
- GPR151 activ: 1.3
- FBW7 activator: 0.0
- MITF inh: -12
- TEAD-YAP block: 10

Next part:
mol	GPR151 activ	FBW7 activator	MITF inh	TEAD-YAP block
O=C1CC[C@@H](CN(Cc2ccccc2)Cc2nc(N3CCCCCC3)c3ccccc3n2)N1	-1.4	0.0	16	4
Cc1ccc(-c2nnn(CC(=O)Nc3ccc4c(c3)oc3ccccc34)n2)o1	-0.2	0.1	-10	-5
CCN1C(=O)/C(=C/c2cc(Br)c(O)c(OC)c2)N(C)C1=S	1.2	-0.3	15	-10
O=C(CN1C(=O)CCSc2ccccc21)NCCCN1CCCC1	3.6	0.7	23	-6
N#Cc1ccc(OCC(=O)NCc2ccccc2Cl)cc1	-0.8	-0.1	-9	-15
O=C1/C(=C/c2ccc([N+](=O)[O-])cc2)C=C(c2ccccc2)N1c1ccc(Nc2ccccc2)cc1	-1.1	0.7	26	-7
Cc1ccc(C2CC(c3cccs3)=NN2C(=O)CSc2nnc(CNC(=O)COc3ccccc3)n2-c2cccc(C)c2)cc1 (centres undefined)	-0.9	0.0	8	-5
CCOc1ccc(S(=O)(=O)Nc2ccc(OC)cc2OC)cc1C	2.3	-0.1	8	19
CCc1cc(OCCCCNCCN(C)C)ccc1Cl	2.1	-0.1	-38	-4
COc1cccc(CNc2ncc(-c3ccc(Br)cc3)n2C)c1	0.8	0.0	1	-2
CCN(CC)S(=O)(=O)c1ccc(N/N=C/c2c(C)[nH]c3ccccc23)c([N+](=O)[O-])c1	-0.1	-0.2	2	-4
COc1ccccc1CNC(=O)C1CCN(S(=O)(=O)c2c(C)noc2C)CC1	-1.6	0.2	2	0
COc1ccc(-c2cc(C(F)(F)F)nc(SC3CC(O)C4OCC3O4)n2)cc1 (centres undefined)	-0.1	-0.1	0	4
COc1cc2c(cc1OC)C(C(=O)Nc1cccc(C)n1)C(c1cccs1)N(C)C2=O (centres undefined)	0.1	0.1	16	-17
O=c1c2ccccc2nc(SCc2cc(F)cc3c2OCOC3)n1Cc1ccc2c(c1)OCO2	-0.6	0.7	20	1
CCN(CC)c1ncnc2sc(C(=O)Nc3cc(OC)c(OC)c(OC)c3)c(C)c12	0.1	0.0	-13	18
Cc1ccc2nc(-c3cc(N)ccc3O)oc2c1	-1.8	-0.1	5	-22
COc1cc(C2CC(C(F)(F)F)n3ncc(C(=O)O)c3N2)cc(OC)c1OC (centres undefined)	-0.8	-0.1	8	-3
NS(=O)(=O)c1ccc(NC(=O)CSc2nnc(-c3ccc(O)cc3)o2)cc1	0.9	0.1	3	18
C=CCOCC(O)Cn1c(N)nc2c1c(=O)[nH]c(=O)n2C (centres undefined)	1.5	0.0	9	0
O=C(Nc1cccc2cccnc12)c1ccc(Cl)cc1	0.1	0.3	-10	-54
Cc1c(C(=O)Nc2c(F)cccc2F)sc2ncn(CC(=O)Nc3cccc(C(F)(F)F)c3)c(=O)c12	-0.8	-0.2	1	-5
CNS(=O)(=O)c1ccc(OC)c(C)c1	0.1	-0.2	9	2
COc1ccc(COc2ccc3c(C)c(CC(=O)O)c(=O)oc3c2C)cc1	-1.4	0.0	8	-5
C/C(N)=C(/C#N)C(=O)COC(=O)CCCN1C(=O)c2ccccc2C1=O	-1.4	-0.1	11	2
CCN(CC)C(=O)c1c(NC(=O)c2ccc(Cl)cc2)sc2c1CCC(C(C)(C)C)C2 (centres undefined)	-2.1	0.2	0	-5
CCOC(=O)C1=C(C)NC(=O)NC1c1cc(OC)c(OC(C)C)cc1Br (centres undefined)	2.3	0.5	8	-2
CC(C)(C)C(=O)Nc1nnc(SCC(=O)NCCc2ccccc2)s1	1.1	0.0	9	2
CCCOc1ccc(C2C(=O)N(C3CCCCCC3)CC(=O)N2Cc2ccccc2Cl)cc1OC (centres undefined)	-1.2	-0.4	9	-2
CCN(CCCNS(=O)(=O)c1ccc2c(c1)CCN2C(=O)C1CC1)c1cccc(C)c1	0.5	-0.4	-4	-11
O=C(NCCc1ccccc1Cl)c1ccc(S(=O)(=O)c2cccc(Cl)c2)c([N+](=O)[O-])c1	0.4	-0.2	10	20
CC(OC(=O)c1ccccc1N1C(=O)C2C3CCC(C3)C2C1=O)C(=O)c1ccccc1 (centres undefined)	-0.1	-0.1	-10	-8
N#Cc1ccc(OCC(=O)OCC(=O)N2CCCCC2)cc1	0.1	-0.1	-3	5
COc1ccc2ccccc2c1-c1cc(C(=O)N/N=C(\C)c2ccco2)[nH]n1	1.3	0.3	14	-26
COc1cc(C(=O)Nc2ccc(-c3nc4ccccc4[nH]3)cc2)cc(OC)c1OC	-0.2	-0.1	8	32*
CCCOC(=O)C1=C(C)N(C)C(=O)NC1c1cc(Br)c(O)c(OC)c1 (centres undefined)	-0.4	0.2	10	3
O=C(Nn1c(=S)[nH]c2ccccc2c1=O)C1CCN(C(=O)c2cc(F)c(Cl)cc2F)CC1	-0.7	0.0	-12	9
CCOCCCn1c(=N)c(C(=O)NC2CCCC2)cc2c(=O)n3cc(C)ccc3nc21	0.0	-0.1	3	6
COc1ccc(OC)c(NC(=O)CSc2nnc(CCCO)n2-c2ccccc2)c1	4.2	-0.1	9	-6
COc1ccc(C(=O)c2coc3ccccc3c2=O)cc1	1.1	0.4	-12	-19
CCOC(=O)/C(=C\c1ccccc1)NC(=O)c1ccccc1	0.1	0.0	13	-6
CC(NC(=O)COC(=O)/C=C/c1ccc(I)o1)C1CC2CCC1C2 (centres undefined)	0.1	-0.2	3	-1
COc1cc([N+](=O)[O-])cc2cc(C(=O)N3CC(C)CC(C)C3)c(=O)oc12 (centres undefined)	0.8	0.0	0	-2
Nn1cnc2c([nH]c3ccccc32)c1=O	0.0	-0.1	-5	4
Cc1ccc(CN2CCc3nnc(C(C)NC(=O)c4ccco4)n3CC2)cc1 (centres undefined)	0.0	0.1	20	-1
CCC(=O)Nc1c2c(nn1-c1ccc(C)cc1)CSC2	-0.4	0.1	1	-9
CC(=O)Oc1ccc(/C=C2/N=C(c3ccccc3Br)OC2=O)cc1	1.4	0.2	11	-2
CCN(CC)c1nc(NCc2ccccc2)nc(Nc2cccc(N(C)C)c2)n1	0.2	0.0	20	-7
CCOC(=O)C1=C(c2ccccc2)N=c2s/c(=C\c3cc(OC)ccc3OC)c(=O)n2C1c1cccc(OC)c1 (centres undefined)	-0.7	0.1	8	-1
Cc1cc(=O)n(C)c(=O)n1CCCCCCNCCO	1.2	-0.1	14	4
O=C(COc1ccc(Cl)cc1Cl)Oc1ccc2c3c(c(=O)oc2c1)CCC3	3.2	0.3	-1	12
O=C(CCc1ccccc1)NC(=S)NCc1ccc2c(c1)OCO2	2.9	-0.1	-1	18
O=C(Nc1ccc2[nH]ncc2c1)c1cccnc1OC1CCCN(Cc2ccccc2)C1 (centres undefined)	-0.9	0.0	1	-4
CCOC(=O)/C(C#N)=C\c1cn(CCC(=O)O)nc1-c1ccc(Cl)cc1	0.3	0.0	21	2
Cc1ccc(-c2cc(C(=O)NCc3cccnc3)[nH]n2)cc1	-1.0	-0.2	-5	-33
Cc1c(Cl)cccc1NC(=O)c1cc2c(C)nn(-c3ccccc3)c2s1	-1.3	0.0	12	-2
COC(=O)C1=CN(C)C=C(C(=O)OC)C1c1ccc2c(c1)OCO2	0.1	0.5	0	16
CCOc1cc(C2C(C(C)=O)=C(C)Nc3ncnn32)ccc1OCc1ccccc1 (centres undefined)	-0.7	0.1	-3	2
COc1ccccc1NC(=O)CSc1nc2ccccc2n1S(C)(=O)=O	0.1	0.0	-2	8
CCOC(=O)c1sc(=S)n(-c2ccccc2Cl)c1N	-1.0	-0.2	-1	-3

Rewritten as labelled records: entries from further up
COc1cc(C2CC(C(F)(F)F)n3ncc(C(=O)O)c3N2)cc(OC)c1OC (centres undefined)
  GPR151 activ: -0.8
  FBW7 activator: -0.1
  MITF inh: 8
  TEAD-YAP block: -3
NS(=O)(=O)c1ccc(NC(=O)CSc2nnc(-c3ccc(O)cc3)o2)cc1
  GPR151 activ: 0.9
  FBW7 activator: 0.1
  MITF inh: 3
  TEAD-YAP block: 18

Continued.
mol	GPR151 activ	FBW7 activator	MITF inh	TEAD-YAP block
CNc1ccc([N+](=O)[O-])cc1-n1cc2c(c1-c1ccc(C)cc1)c(=O)n(C)c(=O)n2C	-0.7	0.6	21	9
Cc1ccc(C)c(CN[C@H]2C[C@H]3C(=O)N[C@@H](CCCCN)C(=O)N3C2)c1	3.0	-0.2	-5	4
OCC(O)CNC1CCCc2ccccc21 (centres undefined)	0.5	0.0	43	2
Cc1ccc(CNC(=O)C(=O)NCC(c2ccco2)N2CCN(c3ccccc3)CC2)cc1 (centres undefined)	2.1	-0.2	2	-1
CCC(C)C(=O)Nc1nnc(SCC(=O)N2c3ccccc3CC2C)s1 (centres undefined)	0.4	0.0	19	-5
Cc1cc(NC(=O)c2cc3c(s2)-c2ccccc2OC3)no1	0.3	0.0	-2	-18
